TRPC6 act – mouse TRPC6 channel activators, primary screen, cell-based, HEK293, membrane potential dye. Short transient receptor potential channel 6 (Mus musculus), Q61143. 310,000 compounds, 0.13% hits. HEK293-TRPC6 membrane potential dye fluorescence; active compounds read high. B-score at 10 µM;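 active means B-score of the integrated fluorescence ratio above library mean plus 3 SD, and starting fluorescence ratio within library mean plus 5 SD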;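 further: higher score means more depolarization so channel activation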
Target sequence (Q61143 whole entry, looked up): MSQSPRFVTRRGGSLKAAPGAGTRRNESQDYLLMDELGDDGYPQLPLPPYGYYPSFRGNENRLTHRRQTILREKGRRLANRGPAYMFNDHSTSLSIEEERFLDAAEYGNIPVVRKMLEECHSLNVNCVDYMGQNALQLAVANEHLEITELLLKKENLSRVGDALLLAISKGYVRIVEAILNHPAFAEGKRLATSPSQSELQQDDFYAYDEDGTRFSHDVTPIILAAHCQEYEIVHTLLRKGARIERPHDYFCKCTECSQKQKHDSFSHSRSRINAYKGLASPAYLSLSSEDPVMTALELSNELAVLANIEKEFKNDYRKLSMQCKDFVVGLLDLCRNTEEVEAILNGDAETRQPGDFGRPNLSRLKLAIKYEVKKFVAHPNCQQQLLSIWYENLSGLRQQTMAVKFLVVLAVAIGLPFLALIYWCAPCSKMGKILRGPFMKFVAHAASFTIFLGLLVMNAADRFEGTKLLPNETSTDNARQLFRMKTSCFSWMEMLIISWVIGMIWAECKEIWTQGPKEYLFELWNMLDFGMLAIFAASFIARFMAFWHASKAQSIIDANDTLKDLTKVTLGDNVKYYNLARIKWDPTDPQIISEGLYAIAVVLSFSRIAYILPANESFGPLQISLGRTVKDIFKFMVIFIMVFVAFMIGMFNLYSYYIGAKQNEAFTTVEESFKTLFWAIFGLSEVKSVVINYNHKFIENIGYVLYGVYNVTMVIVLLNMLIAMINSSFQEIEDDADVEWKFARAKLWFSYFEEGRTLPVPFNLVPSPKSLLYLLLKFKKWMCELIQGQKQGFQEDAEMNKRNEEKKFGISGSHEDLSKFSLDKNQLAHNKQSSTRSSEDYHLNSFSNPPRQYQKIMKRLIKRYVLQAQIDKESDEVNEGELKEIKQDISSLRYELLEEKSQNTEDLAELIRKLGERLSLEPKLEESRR
TMEM16A inh – TMEM16A chloride channel inhibitors, primary screen, cell-based, HTS; Anoctamin-1 (Mus musculus), Q8BHY3; 310,000 compounds, 1.2% hits; HEK293 TMEM16A/YFP iodide influx fluorescence, ionomycin; normalized B-score (activity score, 25-100; higher = stronger inhibition) at 10 µM;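 active means ratio plate-corrected score three or more library SD toward inhibition, starting fluorescence score within five deviations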;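 further: score derived from kinetic fluorescence span divided by baseline fluorescence per well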
TMEM16A act – TMEM16A chloride channel activators or potentiators, primary screen, cell-based, HTS | 340,000 compounds, 0.3% hits | B-score at 10 µM | HEK293 TMEM16A/YFP-H148Q/I152L, iodide quench fluorescence; active compounds read low | Anoctamin-1 (Mus musculus), Q8BHY3 | AID 623877, 2012;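 active means fluorescence-ratio B-score plate-corrected deviation score at least 3 library SD below zero, with starting fluorescence score within 5 deviations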;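 further: channel opened by trigger with iodide after compound preincubation; score built on the fluorescence ratio of max minus min over baseline; more negative score means more quench and so TMEM16A activation or potentiation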
TRPC4 act – activators of mouse TRPC4 channel, primary screen, Fluo4 calcium, HEK293 TRPC4beta/mu-opioid cells; Short transient receptor potential channel 4 (Mus musculus), Q9QUQ5; Fluo4 calcium fluorescence; active compounds read high; B-score at 10 µM; 310,000 compounds, 0.49% hits;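 active means B-score above 5 SD of library B-scores, and initial fluorescence ratio not above library mean plus 5 SD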;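 further: positive B-score marks a calcium rise read as TRPC4 activation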
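Material: HEK293 stable line with TRPC4beta plus mu-opioid receptor; technique: Fluo4 calcium-sensitive dye fluorescence, kinetic, 1 Hz baseline; timing: Fluo4 dye loading 45 min at room temperature, 110 s recording; controls: assay buffer as low control, maximal DAMGO as high control; read-out: integrated baseline-normalised fluorescence ratio, converted to per-well B score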
TRPC4 block – inhibitors of mouse TRPC4 channel, primary screen, Fluo4 calcium, HEK293 TRPC4beta/mu-opioid cells. Short transient receptor potential channel 4 (Mus musculus), Q9QUQ5. DAMGO-evoked Fluo4 calcium flux; active compounds read low. B-score at 10 µM. 300,000 compounds, 0.39% hits;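 active means B-score over 3 SD under the library average, no early fluorescence shift, positive overall ratio signal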
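Assay system – HEK293 line stably carrying TRPC4beta and mu-opioid receptor · Doses – single dose · Detection – Fluo4 calcium-dye fluorescence, kinetic read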
MrgX1 antag – antagonists of human MrgX1 receptor, primary screen, HEK293 cells, Fluo-4 calcium flux. Mas-related G-protein coupled receptor member X1 (Homo sapiens), Q96LB2. 310,000 compounds, 1.3% hits. BAM8-22 antagonism; active compounds read low. B-score at 10 µM;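 active means calcium-response B-score plate-corrected more than 3 library SD below zero, starting fluorescence within 5 deviations, no agonist response on first addition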;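 further: peak minus trough fluorescence over baseline after final BAM8-22 challenge near maximal dose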
TRPC4 potent – positive allosteric modulators of TRPC4, primary screen, cell-based, mouse TRPC4beta, HEK293 mu-opioid, Fluo-4 calcium; Short transient receptor potential channel 4 (Mus musculus), Q9QUQ5; DAMGO EC20, Fluo-4 Ca2+ flux; active compounds read high; B-score at 10 µM; 310,000 compounds, 0.42% hits;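 active means B-score of calcium response area above 5 SD of library B-scores, with initial fluorescence ratio within 5 SD of library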;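 further: B-score of integrated fluorescence ratio over time as area under calcium response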
MrgX1 PAM – positive allosteric modulators of MrgX1, primary screen, HEK293 cells, Fluo-4 calcium flux; FDSS; active compounds read high; Mas-related G-protein coupled receptor member X1 (Homo sapiens), Q96LB2; AID 588675, 2011; 310,000 compounds, 0.63% hits; B-score at 10 µM;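 active means plate-corrected calcium response at least 3 library SD above typical, normal starting fluorescence, not activating the receptor alone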;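 further: compound read alongside a low EC10 to EC30 dose of BAM8-22 agonist; peak minus trough fluorescence over baseline measured at the second addition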
SKKanGAS inh – S. pyogenes SKKanGAS growth inhibitors in kanamycin, primary screen, streptokinase expression inhibitor project, SKKanGAS strain, BacTiter-Glo luminescence. 6 h. inhibition, % at 7.5 µM. 300,000 compounds, 1.3% hits. AID 1662, 2009;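 active means mean replicate score, as percent of positive control median, at least 50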;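 further: strain carries kanamycin resistance gene driven by streptokinase promoter and grows in 40 µg/ml kanamycin; loss of luminescence reflects streptokinase promoter inhibition or plain growth inhibition; 0% = median of DMSO wells and 100% = positive control at its reference dose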
MrgX1 ag – agonists of human MrgX1 receptor, primary screen, HEK293 cells, Fluo-4 calcium flux. Mas-related G-protein coupled receptor member X1 (Homo sapiens), Q96LB2. Fluo-4 calcium fluorescence, agonist mode; active compounds read high. B-score at 10 µM. 310,000 compounds, 0.44% hits;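 active means calcium response B-score plate-corrected fluorescence ratio at least 3 library SD, with starting fluorescence B-score inside 5 SD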
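Material: HEK293 cells stably expressing human MrgX1 receptor | Quantity: 15,000 cells per well | Times: Cells plated overnight, dye loaded 0.5 h 37 °C, 0.5 h room temperature | Measured by: Kinetic Fluo-4 NW fluorescence of intracellular calcium | Control set: Positive and negative controls per plate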
TRPC6 inh – mouse TRPC6 channel inhibitors, primary screen, cell-based, HEK293, membrane potential dye; Short transient receptor potential channel 6 (Mus musculus), Q61143; 310,000 compounds, 1.1% hits; B-score at 10 µM; ACh-evoked depolarization; active compounds read low;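 active means B-score under library mean minus 3 SD, initial fluorescence not abnormally high, positive integrated signal ratio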;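 further: B-score derived from integrated fluorescence ratio over the kinetic read; more negative B-score means stronger inhibition of depolarization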
The depositor's hits bear a star; i = inactive; / = not tested or not shown.

mol | SKKanGAS inh | TMEM16A act | MrgX1 antag | TRPC4 act | MrgX1 PAM | TRPC4 potent | TRPC4 block | MrgX1 ag | TMEM16A inh | TRPC6 act | TRPC6 inh
O=C(CN1C(=O)S/C(=C\c2cccs2)C1=O)Nc1ccc(O)c(C(=O)O)c1 | 6 | i | i | i | i | i | i | i | i | i | i
CCc1nccn1S(=O)(=O)c1ccc(OC)c(C)c1C | -2 | i | i | i | i | i | i | i | i | i | i
O=C(Oc1cncc(Cl)c1)c1ccco1 | 4 | i | i | i | i | i | i | i | i | i | i
CC(C)c1nc2sc3c(c2c(=O)o1)CCCC3 | -1 | i | i | i | i | i | i | i | i | i | i
Cc1nnc(SCc2cc(=O)[nH]c(/N=C(\N)Nc3ccccc3)n2)s1 | -1 | i | i | i | i | i | i | i | i | i | i
Cc1ccc(S(=O)(=O)N(C)C)cc1NC(=S)N1CCc2ccccc21 | 5 | i | i | i | 11* | i | i | i | i | i | i
CC(C)c1nc(SCC(=O)NCC2CCCO2)c2c(=O)n(C)c(=O)n(C)c2n1 (stereo not given) | 0 | i | i | i | i | i | i | i | i | i | i
CCc1nnc(NC(=O)c2ccc(-c3ccc(F)cc3)o2)s1 | 8 | i | i | i | i | i | i | i | i | i | i
COC(=O)c1ccc(NC(=O)CSc2nnc(-c3ccccc3)n2C)cc1 | -18 | i | i | / | i | / | / | i | i | / | /
CC1CCCN(c2oc(-c3cccc4ccccc34)nc2C#N)C1 (stereo not given) | -1 | i | i | i | i | i | i | i | i | i | i
O=[N+]([O-])c1cnn(-c2nc(-c3cccs3)cc(C(F)(F)F)n2)c1 | -2 | i | i | i | i | i | i | i | i | i | i
O=C(N=C1SC2CS(=O)(=O)CC2N1Cc1ccccc1)C1CCCCC1 (stereo not given) | -6 | i | i | i | i | i | i | i | i | i | i
COc1cccc(CN2CCN(C(=O)CCc3nnc(C4CCCCC4)o3)CC2=O)c1 | 6 | i | i | i | i | i | i | i | i | i | i
CCn1nc(NC(=O)c2ccncc2)c2cc3cc(C)ccc3nc21 | 91* | i | i | i | i | i | i | i | i | i | i
CC1C=CCC2C(=O)N(c3cc(Cl)ccc3O)C(=O)C12 (stereo not given) | -6 | i | i | i | i | i | i | i | i | i | i
CCN(CC)CCn1c2c(c(SCC(=O)Nc3cccc4ccccc34)nc1=O)CCCC2 | 11 | i | i | i | i | i | i | i | i | i | i
Cn1cnnc1Sc1ccc(C(F)(F)F)cc1[N+](=O)[O-] | 1 | i | i | i | i | i | i | i | i | i | i
Nc1c(C(=O)NCc2ccc(Cl)cc2)sc2nc3c(c(C(F)(F)F)c12)CCC3 | 28 | i | i | i | i | i | i | i | i | i | i
COc1ccc(-c2cc(C(=O)NC3CCCC3)no2)cc1OC | 0 | i | i | i | i | i | i | i | i | i | i
CC(C)(C)C(=O)N1CCN(c2ccc(NC(=O)c3ccco3)cc2)CC1 | -2 | i | i | i | i | i | i | i | i | i | i
O=C(CC(=O)N/N=C\c1ccc(F)cc1)NCCc1ccccc1 | -3 | i | i | i | i | i | i | i | i | i | i
CN(CCC#N)CC(=O)Nc1ccc(S(N)(=O)=O)cc1 | 4 | i | i | i | i | i | i | i | i | i | i
CCn1c2ccccc2c2cc(C#N)c(N)nc21 | -7 | i | i | i | i | i | i | i | i | i | i
CCn1c(SCC(=O)OC)nnc1C1CCCCC1 | -1 | i | i | i | i | i | i | i | i | i | i
O=C(CCN1CCN(S(=O)(=O)c2ccc(Br)cc2)CC1)Nc1ccccc1F | 19 | i | i | i | i | i | i | i | i | i | i
Cn1nc(C(C)(C)C)cc1NC(=O)Nc1cc(Cl)cc(Cl)c1 | 14 | i | i | i | i | i | i | i | i | i | i
CC(Nc1nc(-c2ccc(F)cc2)cs1)c1nc2cc(Cl)c(N3CCCCC3)cc2n1CCCO (stereo not given) | 21 | i | i | i | i | i | i | i | i | i | i
COc1ccc(NC(=O)CN(c2cccc(F)c2)S(C)(=O)=O)cc1OC | -1 | i | i | i | i | i | i | i | i | i | i
O=C1c2cc3ccccc3c(-c3ccccc3)c2C(=O)N1c1ccccn1 | 3 | i | i | i | i | i | i | i | i | i | i
COCCCNC(=O)c1ccc(NS(C)(=O)=O)cc1 | 1 | i | i | i | i | i | i | i | i | i | i
COc1cc(/C=N/NC(=O)c2cccnc2)ccc1OS(=O)(=O)c1ccc(F)cc1 | -2 | i | i | i | i | i | / | i | i | i | i
COC(=O)c1ccc(NC(=O)CCOc2ccccc2)cc1 | -8 | i | i | i | i | i | i | i | i | i | i
CCOC(=O)c1c(N)sc(=S)c2c1CCC2 | 2 | i | i | i | i | i | i | i | i | i | i
CCOC(=O)C1CCCN(C(=O)c2cc(-c3ccccc3)nc3ccccc23)C1 (stereo not given) | -2 | i | i | i | i | i | i | i | i | i | i
CCCc1cc(=O)[nH]c(SCC(=O)Nc2c(C)cccc2C)n1 | 2 | i | i | i | i | i | i | i | i | i | i
CCc1nc(SCC(=O)NCCc2ccccc2)n[nH]1 | -7 | i | i | i | i | i | i | i | i | i | i
COc1ccc(C)cc1-n1nnnc1SCC(=O)c1cc(C)n(Cc2ccco2)c1C | 1 | i | i | i | i | i | i | i | i | i | i
COc1cc(CNCCc2ccc(S(N)(=O)=O)cc2)ccc1OCC(=O)NC(C)(C)C | -21 | i | i | i | i | i | i | i | i | i | i
COc1cccc(N(CC(=O)N2CCc3ccccc3C2)S(C)(=O)=O)c1 | -9 | i | i | i | i | i | i | i | i | i | i
COC(=O)N/N=C/c1cn(Cc2ccccc2F)c2ccccc12 | -6 | i | i | i | i | i | i | i | i | i | i
Cc1cccc2cc(C(c3nnnn3CC3CCCO3)N3CCCc4ccccc43)c(=O)[nH]c12 (stereo not given) | -5 | i | i | i | i | i | i | i | i | i | i
COc1cccc(NC(=S)N(CCCN2CCOCC2)C(C)c2cc3cccc(OC)c3o2)c1 (stereo not given) | -5 | i | i | i | i | i | i | i | i | i | i
COC(=O)CSc1nnc(CNS(=O)(=O)c2ccc(C)cc2)n1C | -3 | i | i | i | i | i | i | i | i | i | i
Cc1ccc(S(=O)(=O)N(C)c2nc3ccccc3[nH]c2=S)cc1 | -2 | i | i | i | i | i | i | i | i | i | i
CC1Cc2ccccc2N1C(=O)Cn1c(=O)oc2cc(S(=O)(=O)NC3CCCC3)ccc21 (stereo not given) | 8 | i | i | i | i | i | i | i | i | i | i
CCOc1cc(C(=O)N/N=C/C(Br)=C/c2ccccc2)cc(OCC)c1OCC | 4 | i | i | i | i | i | i | i | i | i | i
COC(CNC(=O)C1CCCN(S(=O)(=O)c2ccc3c(c2)oc(=O)n3C)C1)OC (stereo not given) | 0 | i | i | i | i | i | i | i | i | i | i
Cc1ccc(NC(=O)c2cc(NC(=O)CCC(=O)O)ccc2N2CCCCC2)cc1 | 12 | i | i | i | i | i | i | i | i | i | i
CCSc1nc2sc3c(c2c(=O)[nH]1)CC(C)(C)OC3 | -2 | i | i | i | i | i | i | i | i | i | i
O=C(c1ccc(NS(=O)(=O)c2ccc(F)cc2)cc1)N1CCN(c2ccccc2O)CC1 | 17 | i | i | i | i | i | i | i | i | i | i
O=c1[nH][nH]c2ccccc2c1=O | 3 | i | i | i | i | i | i | i | i | i | i
COc1ccc(C2C(C(=O)c3sc(C)nc3C)=C(O)C(=O)N2CCN(C)C)cc1 (stereo not given) | 9 | i | i | i | i | i | i | i | i | i | i
Clc1cccc(CN2C3=NCCCN3c3ccccc32)c1 | -5 | i | i | i | i | i | i | i | i | i | i
Cc1cnc(=O)[nH]c1SCc1ccccc1F | -3 | i | i | i | i | i | i | i | i | i | i
O=C(Nc1ccc(F)cc1F)c1ccc2ncsc2c1 | 0 | i | i | i | i | i | i | i | i | i | i
CC(C)C(NC(=O)c1ccco1)C(=O)NCc1ccc(C(=O)O)cc1 (stereo not given) | 2 | i | i | i | i | i | i | i | i | i | i
CCS(=O)(=O)Nc1c(C(=O)OC)[nH]c2ccccc12 | 0 | i | i | i | i | i | i | i | i | i | i
Cc1cc(F)c(F)c(C(=O)N2CCOCC2)c1Cl | 0 | i | i | i | i | i | i | i | i | i | i
COc1ccccc1NC(=O)CSc1nnc(NC(=O)C2CC2)s1 | -1 | i | i | i | i | i | i | i | i | i | i
CN(C(=O)CO/N=C/c1ccc(Cl)cc1)c1ccccc1 | 0 | i | i | i | i | i | i | i | i | i | i

Further entries.
mol | SKKanGAS inh | TMEM16A act | MrgX1 antag | TRPC4 act | MrgX1 PAM | TRPC4 potent | TRPC4 block | MrgX1 ag | TMEM16A inh | TRPC6 act | TRPC6 inh
Cc1ccc(/C=C/C(=O)NC(C)c2ccccc2)cc1 (stereo not given) | -14 | i | i | i | i | i | i | i | i | i | i
CCC(CC)C(=O)c1c[nH]c(C(=O)NCc2ccccn2)c1 | -5 | i | i | i | i | i | i | i | i | i | i
CN(Cc1nc(CCc2ccccc2)no1)Cc1cccs1 | -7 | i | i | i | i | i | i | i | i | i | i
COc1ccc(S(=O)(=O)c2c(O)c3ccc(C(=O)Nc4cccc(F)c4)cc3[nH]c2=O)cc1 | -6 | i | i | i | 17* | i | i | i | i | i | i
Cn1cc(/C=N/NC(=O)c2ccccc2O)c2ccccc21 | 3 | i | i | i | i | i | i | i | i | i | i
C[C@H](Cc1ccccc1)Nc1ncnc2c1ncn2[C@@H]1O[C@H](CO)[C@@H](O)[C@H]1O | / | i | i | / | i | / | / | i | i | / | /

Bioassay records as filed in PubChem.
